Screening results from PubChem.
NR2E3 ag-1: activates human photoreceptor nuclear receptor NR2E3; inhibition of corepressor binding, % at 4.78 µM; actives 0.12% (n = 320,000); GST-NR2E3/biotin-RetCOR TR-FRET, 1536-well; AID 2300; Q9Y5X4;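 active = percent inhibition above the cutoff of mean plus 3 SD of all tested compounds, set per screening campaign, cut at about 20% in these data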;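 note: 0% = DMSO wells and 100% = biotin wells as full block of FRET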
Target sequence (Q9Y5X4 whole entry, looked up): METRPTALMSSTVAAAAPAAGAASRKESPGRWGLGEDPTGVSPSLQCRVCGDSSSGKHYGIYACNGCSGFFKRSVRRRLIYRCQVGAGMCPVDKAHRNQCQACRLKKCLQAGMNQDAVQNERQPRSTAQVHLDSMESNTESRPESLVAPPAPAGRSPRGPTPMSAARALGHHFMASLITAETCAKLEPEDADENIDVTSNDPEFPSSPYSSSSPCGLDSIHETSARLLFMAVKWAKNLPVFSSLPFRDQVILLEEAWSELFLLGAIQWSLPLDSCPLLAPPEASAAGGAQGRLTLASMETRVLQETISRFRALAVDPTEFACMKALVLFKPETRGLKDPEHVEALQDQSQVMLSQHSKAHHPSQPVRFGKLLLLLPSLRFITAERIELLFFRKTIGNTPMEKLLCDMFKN
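Format: 1536-well format; test system: GST-NR2E3 and biotin-RetCOR proteins; read-out basis: percent inhibition of TR-FRET ratio; timing: 5 h incubation at 4 °C; detection: time-resolved FRET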
NR2E3 ag-2: human photoreceptor-specific nuclear receptor agonism. AID 602229. actives 0.35% (n = 360,000). CHO-S Gal4-NCOR/VP16-NR2E3 two-hybrid, luciferase. inhibition of corepressor binding, % at 3.98 µM. Q9Y5X4;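 active = inhibition above the mean of all tested compounds plus 3 SD, cut at about 70% in these data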;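 note: 0% = DMSO with NR2E3 transfected cells and 100% = cells lacking NR2E3 construct; higher means lower luciferase signal from less NR2E3 corepressor binding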
MITF TRPM1 inh: inhibitors of MITF-driven TRPM1 promoter in melanoma cells; SK-MEL-5 TRPM1 promoter luciferase, 24 h; inhibition, % at 12.5 µM; actives 0.83% (n = 330,000); AID 488899;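 active = mean inhibition across replicates of 60% or more, whatever share of single replicates reaches that level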; note: values of inactives mirror those of a sister screen read the other way
TROY signal inh: TROY signaling inhibition. Q293 LMP1-TROYcd NF-kB luciferase reporter, 4 h. inhibition, % at 10 µM. actives 0.98% (n = 360,000);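 active = compounds whose plate-normalised and pattern-corrected inhibition of the luciferase reporter signal at the single screening dose is 50% or more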
CF NFkB inh: inhibitors of cystic fibrosis induced NF-kB; KKLEB NF-kB-GFP reporter, PAF-induced, GFP fluorescence overnight; inhibition, % at 5 µM; actives 0.86% (n = 360,000); AID 588850;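 active = at least 50% inhibition at 5 µM, scaled per plate between neutral and stimulator controls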;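 note: PAF is a Pseudomonas aeruginosa culture filtrate used as stimulus; plate controls were PAF-stimulated DMSO wells for no effect and unstimulated DMSO wells for full effect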
HIF-2a block: inhibitors of HIF-2a | actives 0.72% (n = 360,000) | inhibition, % at 18.8 µM | 786-0 RCC cells HIF-2a reporter, luciferase luminescence, overnight;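 active = inhibition of the luminescence signal of 40% or more relative to plate controls, in a single-dose primary screen at 18.75 µM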
Peg3 promoter: inhibitors of Peg3 promoter. HeLa PEG-Prom luciferase reporter, luminescence, overnight. AID 588405. inhibition, % at 20 µM. actives 1.7% (n = 360,000);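 active = inhibition of at least 50% at 20 µM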
TWEAK-Fn14 inh: inhibitors of TWEAK-Fn14 interaction signaling; actives 2% (n = 360,000); inhibition, % at 10 µM; AID 1159606; TWEAK-stimulated Fn14 reporter cells, luciferase luminescence, 8 h; in the data active = inhibition above about 50%
Shn3 3UTR inh: inhibitors of Schnurri-3 3'UTR reporter in osteoblasts; inhibition, % at 12.5 µM; actives 0.52% (n = 360,000); Clone20 osteoblast Shn3 3'UTR firefly luciferase, 24 h; AID 588674;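 active = mean inhibition of at least 75% with every replicate also reaching 75%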;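 note: 0% = median of neutral control wells and 100% = pilot-screen positive control compound; some compounds past the cut are filed as inactive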
TRAIL sens C8: sensitizes caspase-8 expressing cells to TRAIL | actives 1% (n = 360,000) | inhibition (viability loss, TRAIL sensitization), % at 10 µM | AID 624354 | NB7+C8 cells + TRAIL, ATPlite viability luminescence;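 active = compounds causing at least 50% loss of cell viability in the single-dose screen, relative to plate controls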
KKLEB tox: counter-screen for CF NF-kB inhibitors: cytotoxicity | KKLEB CF airway cells viability, ATPlite luminescence, overnight; hits give low values; cells stimulated with P. aeruginosa culture filtrate | activity change (cytotoxicity), % at 5 µM | actives 0.36% (n = 360,000) | AID 602141;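 active = corrected activity change at or below -50% at 5 µM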
* hit, by the source's call; nt = no result given.

SMILES | NR2E3 ag-1 | NR2E3 ag-2 | MITF TRPM1 inh | TROY signal inh | CF NFkB inh | HIF-2a block | Peg3 promoter | TWEAK-Fn14 inh | Shn3 3UTR inh | TRAIL sens C8 | KKLEB tox
Cc1ccc(CNC(=O)C2CCCN(S(=O)(=O)c3c(C)noc3/C=C/N(C)C)C2)cc1 (stereo unspecified) | 1.5 | -10.9 | 1.6 | 23.7 | 2.8 | 24.5 | 13.5 | -6.7 | -1.1 | -8.2 | 3.1
Cc1onc(-c2ccccc2Cl)c1C(=O)N1CCN(Cc2ccc3c(c2)OCO3)CC1 | -0.4 | 13.2 | 1.5 | -4.8 | -8.2 | 11.8 | 17.9 | -12.8 | 3.8 | 4.4 | -2.8
O=C1c2ccccc2C(=O)N1Cc1cnc(N2CCN(c3ccccc3)CC2)s1 | -0.1 | -5.0 | 3.4 | -1.1 | 25.1 | 1.8 | 18.5 | 8.0 | 17.7 | -35.3 | -13.6
O=C(NCCn1cc(SCc2ccccc2)c2ccccc21)c1c(F)cccc1F | -2.5 | -12.8 | nt | 22.1 | 15.1 | -107.6 | -2.4 | 50.3* | 78.9 | 8.2 | 2.7
CC(C)N(C(=O)[C@H]1C[C@H](CC(=O)NC(C)(C)C)C(=O)N2CCc3c([nH]c4cc(CCC(=O)N(C)C)ccc34)[C@]12C)C(C)C | nt | -6.7 | -15.6 | -12.5 | 14.9 | 1.8 | 3.5 | 15.9 | -2.9 | -0.5 | -21.5
Cc1ccccc1-c1nc(CN2CCCC(C(=O)NCCCN3CCOCC3)C2)c(C)o1 (stereo unspecified) | -3.9 | 14.8 | -8.0 | 6.6 | 3.9 | 15.5 | 9.9 | -21.6 | 10.8 | -9.8 | -21.5
Cc1nnc(SCC(=O)N2CCCCC2)n1CC1CCCO1 (stereo unspecified) | 0.9 | -23.2 | 2.8 | -17.2 | 12.6 | 13.4 | -7.7 | -3.8 | 9.4 | 5.3 | -4.2
CN(C)CC(C)(C)CNC(=O)C1CCN(Cc2ccccc2O)CC1 | 0.2 | 0.5 | -10.0 | 9.3 | 3.3 | 16.5 | -9.9 | -14.9 | -11.4 | -8.9 | 3.6
Cc1c(NC(=O)/C=C/c2cn(-c3ccccc3)nc2-c2ccccc2)c(=O)n(-c2ccccc2)n1C | 5.5 | 22.0 | 11.9 | 9.4 | -10.2 | -39.0 | 23.9 | 5.9 | 3.6 | 7.4 | 0.3
CC(C)C(=O)NNc1ccc(C(F)(F)F)cn1 | 3.0 | -34.1 | 3.6 | -1.2 | -12.3 | 14.7 | 7.3 | 9.3 | nt | 17.3 | -4.0
CCOC(=O)C1=C(c2ccc(OC)cc2)OC(N)=C(C#N)C1c1cccnc1 (stereo unspecified) | 2.9 | -14.8 | nt | -25.4 | -1.5 | 22.1 | -0.7 | -3.3 | -0.3 | 0.5 | 4.9
CCc1nc2c(OCc3ccc(F)c(F)c3)cccn2c1N(C)C(=O)CC(C)C | nt | -12.3 | nt | 8.6 | -3.3 | 11.5 | 20.3 | 2.6 | 13.5 | 9.1 | -5.4
CC1CN(C(=O)CSc2nnc(CNC(=O)c3ccc(S(=O)(=O)N(C)C)cc3)o2)CC(C)O1 (stereo unspecified) | -0.7 | -11.6 | -2.2 | 6.5 | -3.0 | 14.6 | 8.6 | -8.3 | -22.4 | -3.7 | 6.4
Cc1cc(Cl)c2oc(C(=O)N(C)Cc3cc(C)[nH]n3)c(C)c2c1 | -5.2 | -14.2 | -2.9 | 0.6 | -6.8 | -14.3 | 5.6 | -8.7 | -14.1 | -16.1 | 5.9
O=C(COC(=O)c1ccccn1)c1ccc([N+](=O)[O-])cc1 | 0.8 | -1.1 | -8.8 | -47.2 | 8.4 | -10.9 | -1.7 | 67.0* | 8.2 | -7.7 | -13.4
Cc1ccc(/C=C/C(=O)N2CCN(Cc3ccccc3)CC2)o1 | 1.3 | -7.4 | -2.1 | 9.0 | 0.6 | -26.7 | -18.8 | -1.7 | 2.5 | -13.0 | -6.3
O=C(c1cccc(Cl)c1)N1CCN(C(=O)c2ccco2)CC1 | -4.3 | -26.2 | 12.2 | 2.7 | 14.0 | 12.2 | 1.0 | 2.2 | 6.0 | 12.7 | -1.3
O=C(CNc1cccc([N+](=O)[O-])c1)N/N=C/c1ccc([N+](=O)[O-])o1 | 1.6 | -26.1 | 77.9* | -4.7 | -23.9 | -23.0 | 14.2 | 16.0 | 17.5 | 25.6 | 9.3
O=C(CCC1CCN(C(=O)CC2=CCCCC2)CC1)NCc1ccc(F)cc1 | nt | 2.2 | nt | 2.1 | 9.9 | 13.1 | 0.9 | -15.3 | 5.0 | 0.5 | -4.5
O/N=C(\c1ccccc1)C(O)c1ccccc1 (stereo unspecified) | -2.3 | 3.8 | 0.0 | -7.5 | 13.8 | 9.9 | 6.3 | 0.8 | -28.0 | 14.2 | -4.2
CCOCc1[nH]c(=S)[nH]c(=O)c1Cc1ccc(OCC(C)C)cc1 | 7.2 | 0.3 | -1.1 | -3.7 | 13.2 | 9.6 | 3.3 | 9.2 | 4.0 | -12.3 | -4.0
O=C(Cn1ncn2c(cc3ccccc32)c1=O)NCCCc1ccccc1 | -3.2 | 8.0 | 5.9 | -4.9 | 12.0 | 11.9 | 17.6 | 4.1 | -19.8 | 5.4 | -11.7
Cc1ccc(Cn2c(C)nc3c(c2=O)c2nc4ccccc4nc2n3Cc2ccco2)cc1 | 6.7 | -19.4 | 0.0 | -0.2 | -15.2 | 4.9 | 14.8 | 13.9 | -13.3 | 4.0 | 7.8
O=C(Nc1ccccc1[N+](=O)[O-])C1(c2ccccc2)CCOCC1 | -0.8 | 23.4 | 0.8 | 11.3 | -5.8 | 18.1 | 11.3 | 11.8 | -24.2 | 10.2 | -8.7
CCCn1c(N)c(C(=O)CN2CCN(S(=O)(=O)c3cccs3)CC2)c(=O)[nH]c1=O | -3.3 | 1.4 | -1.3 | 19.5 | 11.9 | 10.3 | 12.7 | -0.1 | -11.5 | 12.6 | 0.4
O=[N+]([O-])c1ccc2c3n([n+]([O-])c2c1)CCN=C3c1ccc(Cl)cc1 | 4.6 | -27.1 | 9.3 | -16.3 | -8.9 | -14.9 | -12.4 | -1.1 | -19.9 | -23.4 | -6.6
CCOc1ccc(C(=O)NCc2cccnc2)cc1 | 3.2 | -19.9 | 5.5 | -15.2 | 1.3 | -5.2 | 2.4 | 6.4 | 23.2 | 1.6 | -3.3
CCOC(=O)C1CN(S(=O)(=O)c2ccc(C)cc2)C1 | 0.6 | -14.1 | 12.1 | -2.9 | 1.6 | 12.1 | 12.0 | 3.2 | -6.1 | -2.6 | 2.2
O=C(NC(=S)Nc1cccnc1)c1cc2ccccc2o1 | 0.6 | -23.2 | -83.1 | -106.2 | -25.9 | -207.5 | -226.6 | -24.7 | -59.2 | -2.0 | -3.9
O=C(Nc1ccccc1)c1cc(C2CCCCN2C(=O)CCc2ccccc2)on1 (stereo unspecified) | nt | -17.8 | nt | -27.3 | -48.2 | -89.5 | -38.7 | 14.3 | -12.3 | 7.0 | 19.5
CC1CCCC2(C1)NC(=S)c1c(sc3c1CCCC3)N2 (stereo unspecified) | 5.2 | -7.7 | -11.3 | 4.1 | 5.6 | 5.6 | 17.9 | 4.4 | 12.2 | -33.0 | -8.0
Cn1c(SCC(=O)N2CCCC2=O)nc2ccccc2c1=O | nt | 10.6 | -4.3 | 7.5 | 8.7 | 15.0 | 5.3 | -0.1 | -21.1 | 6.9 | -7.8
COCCN1C=C2C(=O)C(C)(OC(=O)CCc3ccccc3)C(=O)C=C2C=C1c1ccc(C#N)cc1 (stereo unspecified) | 2.4 | -13.9 | -1.0 | 10.2 | -1.1 | 7.1 | -5.3 | -18.0 | 8.8 | -10.4 | 17.4
COCCSc1ccccc1C(=O)Nc1ccc(Cl)cc1 | -0.9 | -21.7 | -13.3 | -10.4 | 0.9 | -24.1 | 0.0 | -12.0 | -0.5 | -2.8 | 0.1
CC1=N/C(=C\c2ccc([N+](=O)[O-])cc2)C(=O)N1c1ccc(F)cc1F | 0.6 | 23.9 | -3.1 | -9.1 | -12.6 | -17.7 | -10.2 | -12.2 | -7.9 | -8.0 | 0.5
CC(O)C(NS(=O)(=O)c1ccc2ccccc2c1)C(=O)OCC(=O)Nc1ccccc1OC(F)F (stereo unspecified) | nt | -21.2 | -3.7 | -9.6 | 4.5 | 4.8 | 13.6 | -24.1 | 68.6 | 1.3 | -15.1
CCOc1cc(C)nc(NCCc2ccc(OC)c(OC)c2)n1 | -1.3 | -4.6 | 7.5 | -13.5 | 4.4 | 5.0 | 11.1 | -11.5 | -19.9 | -13.5 | -8.7
COc1ccc(/C(O)=C2/C(=O)C(=O)N(CCN3CCOCC3)C2c2ccc(C)cc2)cc1 (stereo unspecified) | 18.6 | 12.5 | -18.2 | -11.9 | -24.7 | -17.1 | 3.5 | 0.2 | -37.8 | -11.0 | 1.9
Cc1ccc(C)c(S(=O)(=O)NCc2ccc(C(=O)N3CC(C)OC(C)C3)cc2)c1 (stereo unspecified) | 0.8 | -31.8 | 3.0 | -5.6 | -8.8 | 7.5 | 0.1 | 8.2 | 5.1 | 1.8 | 1.1
Cc1[nH]nc(SCC(=O)NCc2ccccc2)c1[N+](=O)[O-] | -1.5 | -2.6 | -11.4 | -6.1 | 7.1 | 16.5 | -5.6 | 6.6 | 12.0 | -12.6 | 3.5
C[C@@H](NC(=O)c1ncn2c1C(=O)NC[C@@H]2C)c1ccccc1 | nt | 0.5 | nt | 10.4 | 28.7 | -23.9 | 5.7 | -6.1 | 10.6 | 0.5 | -4.6
O=C(CSc1nc(O)cc(=O)n1-c1ccccc1)NC1CCCCC1 | 0.0 | -25.1 | 0.5 | 2.5 | -5.6 | -2.9 | -3.6 | -6.9 | -0.6 | -6.2 | 6.5

Ordered by SMILES length (falling): 3 of the compounds above
SMILES | NR2E3 ag-1 | NR2E3 ag-2 | MITF TRPM1 inh | TROY signal inh | CF NFkB inh | HIF-2a block | Peg3 promoter | TWEAK-Fn14 inh | Shn3 3UTR inh | TRAIL sens C8 | KKLEB tox
COc1ccc(/C(O)=C2/C(=O)C(=O)N(CCN3CCOCC3)C2c2ccc(C)cc2)cc1 (stereo unspecified) | 18.6 | 12.5 | -18.2 | -11.9 | -24.7 | -17.1 | 3.5 | 0.2 | -37.8 | -11.0 | 1.9
Cc1[nH]nc(SCC(=O)NCc2ccccc2)c1[N+](=O)[O-] | -1.5 | -2.6 | -11.4 | -6.1 | 7.1 | 16.5 | -5.6 | 6.6 | 12.0 | -12.6 | 3.5
O=C(CSc1nc(O)cc(=O)n1-c1ccccc1)NC1CCCCC1 | 0.0 | -25.1 | 0.5 | 2.5 | -5.6 | -2.9 | -3.6 | -6.9 | -0.6 | -6.2 | 6.5

An excerpt; the hit share may differ from the screen's.
